Screening results (PubChem)
P. falciparum M17LAP: P. falciparum M17LAP inhibitors, primary screen, biochemical, fluorogenic H-Leu-NHMec substrate, 1536-well (AID 1619). 220,000 tested, 0.38% active. recombinant M17LAP, H-Leu-NHMec fluorogenic kinetic assay; higher % means a stronger effect. inhibition, % at 30 µM; hits with a dose series show IC50 in µM;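 active = compound inhibiting the enzyme by more than half at any dose during confirmatory dose-response retesting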;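 also: plate controls were full reaction with DMSO carrier for no effect and no enzyme background for full effect; strong numbers were not always called active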
XIAP displacement: small molecules displacing peptide from XIAP – biochemical, IAP family, fluorescence polarization (AID 1018); XIAP BIR domain, fluorescence polarization peptide displacement; higher % means a stronger effect; displacement, % at 20 µM; hits with a dose series show IC50 in µM; 200,000 tested, 0.007% active; in the data active = displacement above about 50%; also: a part of the inactive calls stands beside numbers as strong as those of hits
human PMI inhibitors: MPI inhibition at elevated mannose 6-phosphate – biochemical, fluorescence intensity, high mannose 6-phosphate, primary screen (AID 1220); recombinant PMI enzyme, coupled fluorescence intensity; higher % means a stronger effect; inhibition, % at 20 µM; hits with a dose series show IC50 in µM; 190,000 tested, 0.66% active
TNAP activation fold: human TNAP enzyme activators, primary screen, biochemical, luminescent, no phosphate acceptor, uHTS (AID 1001); 200,000 tested, 0.03% active; purified TNAP, luminescent activation assay, no phosphate acceptor; higher activation fold means a stronger effect; activation fold at 20 µM; hits with a dose series show EC50 in µM; in the data active = activation fold from about 3, or a potency from the dose series; inactive = the rest, 99 in 100 with activation fold below about 1.6; also: many of its hits are not listed in these tables
P. falciparum M1AAP: P. falciparum M1AAP inhibitors, biochemical, fluorogenic H-Leu-NHMec substrate, 1536-well (AID 1445); one-dose inhibition, % at 30 µM; IC50 in µM for titrated hits; recombinant M1AAP, H-Leu-NHMec fluorogenic kinetic assay; higher % means a stronger effect; 220,000 tested, 0.42% active;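 active = primary inhibition above the hit cutoff, then over 50% inhibition at one or more dose response concentrations, cut at about 23% in these data, passing the limit was not always enough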;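 also: plate controls were DMSO full reaction for no effect and no enzyme background for full effect; strong numbers were not always called active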
Yfh1-off respiration: mitochondrial function rescue without frataxin homolog – Friedreich's ataxia, plus single-dose screen, dose response (AID 1465); S. cerevisiae Yfh1-off respiration, WST-1 reduction, 72 h; higher fold induction means a stronger effect; 220,000 tested, 0.074% active; fold induction at 50 µM, or EC50 in µM where a hit was titrated;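 active = fold induction of absorbance versus untreated yeast above a set limit, then at least 30% activation at any dose in follow-up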;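 also: activators that raise dye reduction in frataxin-depleted yeast; strong numbers were not always called active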
LYP phosphatase: inhibitors of LYP phosphatase, biochemical, fluorescence intensity, uHTS (AID 1779); recombinant LYP phosphatase, fluorescence intensity; higher % means a stronger effect; one-dose inhibition, % at 11.5 µM; IC50 in µM for titrated hits; 290,000 tested, 0.054% active;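 also: plate controls were vehicle with enzyme for no effect and no enzyme for full effect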
WT yeast gro inh: growth inhibition of WT yeast, mitochondrial fusion screen; 190,000 tested, 2.1% active; inhibition, % at 10 µM; mitochondrial fusion phenotypic screen, WT strain; in the data active = inhibition above about 58%; tested in S. cerevisiae
PMI inhibitors: MPI enzyme activity inhibition – biochemical, fluorescence intensity, coupled assay, primary screen (AID 1209); purified PMI enzyme, coupled fluorescence intensity; higher % means a stronger effect; inhibition, % at 20 µM, or IC50 in µM where a hit was titrated; 190,000 tested, 0.42% active;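 also: plate controls were DMSO vehicle for no effect and wells lacking substrate for full effect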
WT yeast gro inh mutant strain: recorded beside WT yeast gro inh, whose call it bears; inhibition, %; mitochondrial fusion phenotypic screen, mutant strain inhibition
Starred values were filed as active, the others as inactive; i = inactive; nt = not tested or not shown. Rule as the data show it, unless noted: active = inhibition above about 50%; inactive = the rest.

SMILES	P. falciparum M17LAP	XIAP displacement	human PMI inhibitors	TNAP activation fold	P. falciparum M1AAP	Yfh1-off respiration	LYP phosphatase	WT yeast gro inh	WT yeast gro inh mutant strain	PMI inhibitors
O=C(c1noc2c1CCCC2)N1CCOCC1	-6%	-11%	17%	1.1	6%	i	-10%	-14	-20	12%
COc1ccc(OC)c(NC(=O)C2CCCCC2C(=O)O)c1 (stereo not given)	41%	-2.3%	19%	1.1	11%	i	-2%	4	14	8%
NS(=O)(=O)c1cccc(NC(=O)COC(=O)CC2CC3CCC2C3)c1 (stereo not given)	27%	-11%	4%	1.2	-3%	i	-1%	2	-9	-6%
COc1ccccc1-n1cc(C(=O)NCC(=O)NCc2ccc(F)cc2)c2ccccc2c1=O	14%	-4.7%	-11%	1.2	6%	i	4%	-4	4	-5%
COc1c(F)c(F)c(C(=O)Nc2c(C)cc(Br)cc2C)c(F)c1F	0%	-4.0%	26%	1.1	-3%	i	3%	-6	-13	-7%
N#C/C(=C\c1cccc(Cl)c1)c1n[nH]c(Cn2cncn2)n1	5%	-5.8%	4%	1.1	6%	i	3%	9	3	22%
COC(=O)c1scc2c(Oc3ccccc3)cc(C(F)(F)F)nc12	-6%	nt	nt	nt	5%	i	-1%	nt	nt	nt
COc1ccc(C2N(c3cc(Cl)ccc3OC)C(=O)C3CCCN32)c(OC)c1 (stereo not given)	-8%	-4.0%	4%	1.1	7%	i	-2%	-17	0	1%
OCC1(Cc2ccccc2)CCCN(Cc2c[nH]c3ccccc23)C1 (stereo not given)	-1%	-4.6%	12%	1.1	0%	i	-4%	14	9	17%
Cn1nnnc1SCC(=O)NCc1ccc2c(c1)OCO2	-1%	-0.4%	-4%	1.1	1%	i	-8%	0	10	-9%
CC(=O)c1cc(CN2CCN(C(C)C)C(CCO)C2)cs1 (stereo not given)	-4%	-5.1%	8%	1.1	2%	i	-5%	4	14	20%
CCn1ccnc1CN(C)Cc1cn(-c2cc(C)ccc2C)nc1-c1ccccc1	0%	-0.5%	3%	1.1	2%	i	-7%	61*	27*	6%
CC(NC(=O)C(=O)NN=C1CCCC1)c1ccccc1 (stereo not given)	9%	-4.1%	5%	1.1	5%	i	-5%	16	1	5%
O=C(CSc1cccc[n+]1[O-])c1ccc(Cl)s1	-8%	-3.5%	-4%	1	-2%	i	0%	-1	10	-3%
COc1ccc2o/c(=N/NC(=S)Nc3ccccc3)c(C(N)=O)cc2c1	-2%	-3.5%	7%	0.9	8%	i	-8%	-14	7	2%
CCCCNC(=O)CCSc1nc2nc(C)cc(C)n2n1	-3%	0.9%	-10%	1.1	7%	i	-4%	-18	-17	-6%
Cc1cc(C)c(-c2cc(C(=O)Nc3c(C)n(C)n(-c4ccccc4)c3=O)[nH]n2)c(O)c1	3%	-5.4%	20%	1.2	-2%	i	-6%	-8	-1	15%
CCc1ccccc1N/C(=N\S(=O)(=O)c1ccccc1)C(F)(F)F	-13%	-3.2%	-2%	1.1	-6%	i	-5%	14	1	-13%
Cn1nnnc1SCC(=O)N1CCN(S(=O)(=O)c2ccc(Cl)cc2)CC1	5%	-3.0%	-7%	1	5%	i	-7%	2	4	-11%
CC1Nc2nc(N(C)C)[nH]c(=O)c2NC1C (stereo not given)	-33%	-7.2%	-171%	1.1	16%	i	-1%	0	5	-77%
Cn1c(SCC(=O)c2ccc3c(c2)Cc2ccccc2-3)nnc1-c1cccc(N)c1	3%	-13%	-1%	1.1	5%	i	4%	0	-2	3%
CCCCc1nc(SCC(=O)Nc2nnc(CCCC)s2)n[nH]1	-3%	-2.0%	3%	1.6	-2%	i	-7%	-2	2	3%
N/C(=N\OC(=O)C12CC3CC(CC(C3)C1)C2)c1ccncc1	1%	nt	nt	nt	-1%	i	-1%	nt	nt	nt
O=C(NC1CCCCC1)C(c1ccccn1)N(C(=O)c1csnn1)C1CC1 (stereo not given)	3%	-8.2%	nt	1.1	-3%	i	7%	10	-4	nt
CCOC(=O)N1CCC(NC(=O)c2cc3c(C)nc4ccccc4c3o2)CC1	2%	-2.0%	9%	1.1	2%	i	-14%	2	4	11%

Following part.
SMILES	P. falciparum M17LAP	XIAP displacement	human PMI inhibitors	TNAP activation fold	P. falciparum M1AAP	Yfh1-off respiration	LYP phosphatase	WT yeast gro inh	WT yeast gro inh mutant strain	PMI inhibitors
CCOc1ccc(CN2CCN(Cc3cc4ccccc4[nH]3)CC2CCO)cc1 (stereo not given)	5%	-14%	19%	1	4%	i	-5%	18	11	15%
CCc1nc(N2CCN(c3nc(C)cc(C)n3)CC2)c2oc3ccccc3c2n1	nt	-2.8%	2%	1	nt	nt	-12%	nt	nt	10%
O=c1c2c3n(c(=S)nc2[nH]n1-c1ccccc1)CCCCC3	14%	-3.8%	-1%	1.1	7%	i	-3%	17	22	1%
Cc1cc(C)c2c(=O)[nH]c(SCC(=O)c3ccc(F)c(C)c3)nc2n1	nt	-1.2%	6%	1.1	nt	i	-5%	-2	0	5%
Cc1ccc(Nc2nc(-c3ccc(S(=O)(=O)N4CCCC4)cc3)cs2)cc1C	6%	-1.0%	-28%	1	15%	i	4%	11	-26	-22%
NC(=O)NC(=O)COC(=O)CCCCCNS(=O)(=O)c1ccc2c(c1)OCCO2	1%	-3.3%	0%	1.1	5%	i	-8%	-12	5	8%
Cc1ccc(C)n1NC(=O)c1ccc(O)cc1	4%	-8.7%	5%	1.2	17%	i	-10%	-3	-11	4%
CN(C(=O)c1coc(=O)c2ccccc12)c1ccc(F)cc1	13%	-0.6%	-1%	1.1	0%	nt	-2%	31	23	3%
CN(C)C(=O)c1ccc(Cl)cc1[N+](=O)[O-]	-1%	-4.4%	1%	1.1	5%	i	-1%	-1	1	3%
O=C(CSc1nc(Cc2ccccc2)nc2ccccc12)Nc1nc2c(s1)CCCC2	-2%	-5.0%	15%	0.9	3%	i	1%	42	25	9%
COc1ccc(NC(=O)c2ccc3c(SCC(=O)O)c4c(nc3c2)CCCC4)cc1Cl	7%	-5.2%	1%	1.1	6%	i	2%	0	6	-8%
CC(C)N(Cc1nc(-c2ccccc2)no1)C(=O)c1ccc([N+](=O)[O-])cc1	2%	-0.4%	2%	1.2	9%	i	-3%	1	21	2%
Cn1c(CCNC(=O)c2cccs2)n[nH]c1=S	1%	-1.0%	-6%	0.9	-3%	i	0%	5	20	-11%
CC#C[C@]1(O)CC[C@H]2[C@@H]3CCC4=CC(=O)CCC4=C3[C@@H](c3ccc(N(C)C)cc3)C[C@@]21C	-1%	-6.5%	17%	1.1	3%	i	-2%	87*	9.5*	9%
Cc1cc(C(=O)CN2C(=O)C(=O)N(Cc3ccccc3)C2=O)c(C)n1-c1ccccc1F	-2%	-3.3%	5%	1.2	-4%	i	-1%	-2	-5	2%
CC(=O)c1cc(CN2CCN(C3CCN(C(C)C)CC3)C(CCO)C2)cs1 (stereo not given)	-5%	-0.3%	9%	1.1	4%	i	-5%	2	1	12%
COc1ccc(Cn2ccnc2)cc1Br	11%	-1.4%	-10%	1.1	8%	i	1%	0	-9	0%
Cc1ccc2nc(N(CCCN(C)C)C(=O)COc3ccc(Cl)cc3)sc2c1	-5%	-4.3%	-10%	0.9	0%	i	-4%	91*	89*	-10%
COc1ccc(C(C(=O)NC(C)(C)C)N(C(=O)Cn2nnc3ccccc32)c2ccc(C(C)=O)cc2)cc1O (stereo not given)	-2%	nt	nt	nt	4%	i	-3%	nt	nt	nt
Clc1ccc(CSc2nnc(-c3ccccn3)n2Cc2ccco2)c(Cl)c1	9%	-8.8%	-5%	1	4%	i	0%	60*	30*	0%
CCC(C)NCCCOc1ccc(C)cc1OC (stereo not given)	-3%	-3.8%	-7%	1	0%	i	-8%	-10	-1	-1%
C=CCNC(=S)NNC(=O)c1ccc(OCCC)cc1	-1%	2.5%	8%	1.3	2%	i	-4%	-17	6	-3%
C=CCNC(=O)N[C@@H](Cc1ccccc1)C(=O)OC	5%	nt	nt	nt	1%	i	-5%	nt	nt	nt
CCOC(=O)c1ccc(-n2ccnc2)c(NC(=O)c2ccc(Cl)cc2)c1	-5%	-20%	7%	1	-1%	i	1%	-4	3	6%
CCOc1ccc(C)cc1S(=O)(=O)n1ccnc1	3%	-5.3%	3%	1.1	9%	i	-2%	10	13	9%
COc1ccc(CCNc2ncnc3[nH]ncc23)cc1OC	11%	-1.8%	11%	1.7	0%	i	-8%	6	6	16%
